PLC-beta3 inh = PLC-beta3 (human) inhibition, primary screen. Purified PLC-beta3, fluorogenic substrate, fluorescence. AID 720704. 370,000 compounds, 0.18% hits. inhibition, % at 12.2 µM. Q01970; in the data active = inhibition above about 11%;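 also: 0% = median of compound wells on plate and 100% = full blocker control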
DAX1 inh-1 = blocks DAX1 repression of SF-1 activated StAR promoter; AID 652010; 370,000 compounds, 1.1% hits; HEK293T StAR-luciferase reporter, SF-1/DAX-1 repression relief; inhibition, % at 6.8 µM;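 active = inhibition above the mean over all tested compounds plus 3 SD, cut at about 3.6% in these data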;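 also: 0% = DAX-1 cells with DMSO and 100% = cells lacking DAX-1 with DMSO; higher inhibition means more luminescence from relief of DAX-1 repression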
hcDAF12 agonist = activates DAF-12 receptor from parasite H. contortus; 370,000 compounds, 1.4% hits; HEK293 hcDAF-12 lit1-tk-luc reporter, luminescence; 0% DMSO, 100% Δ7-dafachronic acid; activation, % at 6.8 µM;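 active = activation above the mean of all tested compounds plus 3 SD, cut at about 5.5% in these data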;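 also: 100% = response to 3 µM Δ7-dafachronic acid high control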
Rev-erbA mod = modulates human Rev-erb alpha binding to DNA | P20393 | Rev-erbα–FITC-DNA binding, fluorescence polarization, 90 min | activity, % at 10 µM | 370,000 compounds, 0.79% hits | AID 1259318;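 active = activity above about 14%, limit read from the data; passing the limit was not always enough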;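 also: 0% = DMSO wells with 35 nM protein and 100% = DMSO wells with 750 nM protein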
SMARCA2 activ = increases SMARCA2 function in MMTV reporter cells | MG213 cells, MMTV-luciferase reporter, dexamethasone, overnight | 370,000 compounds, 1% hits | activation, % at 9.1 µM | AID 652017; in the data active = activation above about 7.8%;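 also: 0% = vehicle wells and 100% = reference activator wells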
PG9 binder = small molecules binding HIV-1 gp120 antibody PG9 | AID 624416 | 360,000 compounds, 0.43% hits | TR-FRET gp120-PG9 antibody binding | inhibition, % at 6.7 µM; in the data active = inhibition above about 8.5%
ssDAF12 agonist = S. stercoralis DAF-12 activation, primary screen; HEK293 ssDAF-12/GRIP1 lit1-tk-luc reporter, luminescence; % of 3 µM dafachronic acid response; activation, % at 6.8 µM; AID 652126; 370,000 compounds, 1% hits;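 active = activation above the mean over all tested compounds plus 3 SD, cut at about 0.9% in these data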;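 also: 0% = DMSO-only wells and 100% = 3 µM delta7-dafachronic acid wells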
hgDAF12 agonist = hgDAF-12 agonism, primary luciferase screen; activation, % at 6.8 µM; AID 687014; HEK293 GAL4-hgDAF12 UAS-luciferase reporter, agonist luminescence; normalized to butyrate control; 370,000 compounds, 1.8% hits;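 active = activation above a cutoff set at the mean of all screened compounds plus 3 SD, cut at about 10% in these data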;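 also: 0% = DMSO wells and 100% = sodium butyrate wells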
GAA850 FXN act = increases GAA850 frataxin promoter reporter activity. activation, % at 6 µM. HEK293 lucGAA850 FXN promoter luciferase reporter, 24 h; percent of 10 µM SAHA response. AID 540364. 360,000 compounds, 0.56% hits;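 active = activation above the average of all compounds screened plus 3 SD, cutoff fixed separately per campaign, cut at about 7.5% in these data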;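 also: 0% = DMSO wells and 100% = 10 µM SAHA wells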
sPLA2-III inh = Blocks human group III sPLA2 activity; Q9NZ20; QFRET BODIPY PC-A2 liposome hydrolysis, fluorescence; inhibition, % at 12.2 µM; 370,000 compounds, 0.56% hits;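 active = inhibition above mean plus 3 SD of compounds lying within the high and low control bounds, cut at about 19% in these data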;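 also: 0% = median of test compound wells and 100% = no enzyme DMSO wells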
Target sequence (Q9NZ20 whole entry, looked up): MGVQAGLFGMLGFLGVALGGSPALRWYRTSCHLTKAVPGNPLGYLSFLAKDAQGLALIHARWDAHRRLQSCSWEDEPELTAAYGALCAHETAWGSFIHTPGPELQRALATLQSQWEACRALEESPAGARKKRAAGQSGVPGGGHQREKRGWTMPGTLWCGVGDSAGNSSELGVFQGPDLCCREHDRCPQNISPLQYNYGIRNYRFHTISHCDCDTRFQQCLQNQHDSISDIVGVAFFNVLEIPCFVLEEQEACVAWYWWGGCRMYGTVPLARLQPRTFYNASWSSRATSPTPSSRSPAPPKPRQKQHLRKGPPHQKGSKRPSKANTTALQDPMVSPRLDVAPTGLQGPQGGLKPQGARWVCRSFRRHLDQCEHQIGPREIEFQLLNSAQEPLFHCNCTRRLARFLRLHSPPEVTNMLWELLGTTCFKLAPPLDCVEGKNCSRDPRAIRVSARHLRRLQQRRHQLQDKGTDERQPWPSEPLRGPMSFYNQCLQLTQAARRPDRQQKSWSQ
DAX1 inh-2 = NR0B1 (DAX1) inhibition. P51843. HEK293 Gal4-DAX1 luciferase reporter, luminescence. inhibition, % at 6.75 µM. 340,000 compounds, 0.99% hits. AID 504766;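 active = inhibition above the mean over all tested compounds plus 3 SD, cut at about 4.2% in these data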;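 also: 0% = DAX1-transfected cells with DMSO and 100% = empty-vector control cells with DMSO; inhibition shows as a rise in luminescence from relieved DAX1 repression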
Target sequence (P51843 207-470 limits assumed): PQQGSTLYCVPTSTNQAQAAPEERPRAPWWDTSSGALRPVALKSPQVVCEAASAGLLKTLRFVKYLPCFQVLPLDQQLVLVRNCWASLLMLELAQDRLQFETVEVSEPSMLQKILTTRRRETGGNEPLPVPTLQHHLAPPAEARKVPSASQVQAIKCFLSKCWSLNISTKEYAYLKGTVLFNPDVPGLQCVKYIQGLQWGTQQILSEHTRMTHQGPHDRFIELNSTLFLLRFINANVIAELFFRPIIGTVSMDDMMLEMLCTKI
* hit, by the source's call; . = not tested or not shown.

SMILES	PLC-beta3 inh	DAX1 inh-1	hcDAF12 agonist	Rev-erbA mod	SMARCA2 activ	PG9 binder	ssDAF12 agonist	hgDAF12 agonist	GAA850 FXN act	sPLA2-III inh	DAX1 inh-2
Cc1c(NC(=O)CSc2ccccc2F)c(=O)n(-c2ccccc2)n1C	-8	-0.1	-1.1	0	0	-1.7	-0.7	-1.0	1.5	1	1.4
Cc1cc(C)cc(NC(=O)C(OC(=O)c2ccc(NC(=O)CC#N)cc2)c2ccccc2)c1 (configuration not stated)	-13	-1.2	-1.1	-4	-2	0.3	-1.0	0.4	1.8	-56	0.6
CCOc1cc(NC(=O)c2ccccc2C(=O)O)c(OCC)cc1NC(=O)c1ccccc1F	-12	-0.7	-0.7	3	-2	-7.5	-0.4	-1.7	1.1	13	-0.7
O=C(NCc1cn2ccccc2n1)c1ccccc1	4	-0.4	0.2	-2	-2	-0.1	-1.1	1.9	1.6	0	-0.3
CCCCOCCCNC(=O)C[C@H]1C[C@@]2(C(=O)OC)C(=C[C@H](C3CCCC3)O[C@@H]2C)N(Cc2ccccc2)C1=O	1	0.7	-1.2	-2	-8	1.5	-0.9	0.2	.	9	.
O=C(c1ccc(S(=O)(=O)Nc2cccc(C(F)(F)F)c2)cc1)N1CCOCC1	-4	-2.4	-0.3	2	-1	-0.1	-0.8	-3.7	-1.2	-3	0.6
O=[N+]([O-])c1cc(C(F)(F)F)c(Cl)cc1N1CCN(CCO)CC1	4	-0.1	3.4	-2	-4	0.8	-0.3	-0.4	1.7	1	-0.7
Cc1ccn2c(=O)nc(SCC(=O)N3CCCCCC3)nc2c1	-9	-0.8	0.1	-1	0	0.1	-0.7	-2.1	2.1	0	0.2
CC(=O)Nc1ccc(-c2nn[nH]n2)cc1	-6	-0.2	-1.4	-4	-1	-2.0	-1.4	4.5	2.0	4	1.1
COCCn1c(=NC(=O)CSCC(=O)N2CCOCC2)sc2ccccc21	-5	-0.5	-1.1	6	-1	-3.6	-0.8	-1.2	1.2	-4	0.1
CC1Cn2c(COc3ccccc3)nnc2S1 (configuration not stated)	-16	-0.3	-1.2	-5	0	-1.1	-1.4	-1.6	0.1	0	3.4
CN1/C(=C\C(=O)Nc2ccc(Cl)cc2)C(C)(C)c2ccccc21	-4	0.0	-0.1	6	0	-0.3	-0.3	3.0	1.1	18	-0.6
O=C(NNC(=S)Nc1ccc(C(=O)O)c(O)c1)c1ccncc1	-5	-0.1	-1.1	9	-4	-5.5	-0.5	-2.3	0.4	20*	-0.4
O=C(NC1=NCCS1)c1cccc2ccccc12	-1	1.2	0.0	-3	2	1.3	-0.2	1.7	0.3	-6	0.8
CC(C)NC(=S)Nc1cccc2cnccc12	-8	-0.3	1.9	-3	-2	-3.4	-0.3	-1.1	1.1	13	0.1
O=C(C=Cc1ccco1)c1ccc([N+](=O)[O-])cc1	-7	1.8	0.5	-4	-1	-1.2	-1.2	-2.4	-0.6	3	-0.3
C#CCOCCOCCOCCNc1nc(N2CCN(C(=O)[C@H](CCCCN)n3cc(CCC(=O)O)nn3)CC2)nc(N2CCN(C(=O)[C@H](Cc3ccc(O)cc3)n3cc(CCO)nn3)CC2)n1	1	-0.1	-0.2	-1	1	-0.6	-0.8	0.2	-0.9	-2	-0.6
O=C(CCN1CCOCC1)NNC(=O)Nc1cccc([N+](=O)[O-])c1	-6	-0.7	-1.4	-5	-1	-1.1	-0.8	-1.6	-0.1	-5	0.0
Cc1ccccc1NC(=O)CN1C(=O)CSc2ccc(S(=O)(=O)N3CCCCC3)cc21	-3	-0.3	-0.8	-7	-2	1.0	-0.6	-2.0	1.4	-4	-0.2
Cc1cc(C)n(-c2ccc(C(=O)Nc3ccc(S(=O)(=O)NCc4ccco4)cc3)cc2)n1	-3	-4.0	-4.9	-2	-4	-0.4	-2.4	-9.0	-4.0	-66	-4.6
CCc1ccc(C(=O)OCC(=O)N2CCCCCC2)cc1	-8	-1.8	0.0	4	3	-1.4	-0.9	1.8	2.9	0	-1.0
COc1cccc(CNC(=O)[C@H](CC(C)C)NC(=O)N2CCn3c2nc2ccccc23)c1	-6	-2.2	0.2	5	-3	-1.8	-1.4	-0.4	1.8	-8	0.0
O=C(CN1C(=O)C2CCCN2c2ncc(Cl)cc21)NCc1ccc2c(c1)OCO2 (configuration not stated)	-86	-0.4	-1.1	46*	-1	1.0	-1.1	-1.2	-3.8	-14	-1.7
COc1ccc(C(CNC(=O)C(C)Oc2ccc(Br)cc2)N2CCCCC2)cc1 (configuration not stated)	-5	0.8	-0.7	7	0	0.6	-1.7	2.6	0.8	5	0.2
COC(=O)CC1COc2ccccc2N1C(=O)c1ccc(Br)cc1 (configuration not stated)	0	1.3	0.0	0	-1	-0.5	-1.9	1.3	3.1	3	-0.7
CCC(=O)c1cn(CC(=O)OC)c2ccccc12	0	0.2	0.2	-1	1	1.0	-1.2	0.8	1.2	-7	-0.3
CC(C)C[C@@H](CNCC(=O)[C@H](CC(C)C)NC(=O)c1[nH]cnc1C(=O)N[C@@H](C)CN)NC(=O)c1nc[nH]c1C(=O)N[C@@H](C)C(=O)O	1	-0.6	-0.3	-2	1	1.0	-1.0	1.7	0.3	0	2.3
COc1ccccc1C(CNC(=O)CNC(=O)c1ccc(Cl)c(Cl)c1)N1CCCC1 (configuration not stated)	-3	1.7	-0.6	-4	-4	-0.4	-1.2	0.4	0.9	4	-0.1
Cc1cccc(CN2CCN(CC(=O)NCc3cccs3)C2=O)c1	1	-0.5	-0.3	3	-3	1.8	-0.9	-1.6	2.0	-2	-1.0
CCc1nnc(NC(=O)c2nc3nc(C)cc(C)n3n2)s1	3	-0.1	-1.2	-7	1	2.0	-0.8	1.7	-3.2	4	1.4
CC(=O)NC(CCS(C)(=O)=O)C(=O)Nc1cccc(C(C)=O)c1 (configuration not stated)	-5	-0.5	-0.5	3	-1	-0.9	-1.1	1.3	0.4	6	0.5
COC(=O)c1[nH]c2ccccc2c1NC(=O)CN1CC(C)OC(C)C1 (configuration not stated)	-13	0.1	-1.3	3	1	-1.9	-1.1	0.2	-0.2	1	-0.5
O=C(/C=C/c1ccccc1Cl)Nc1cccc(S(=O)(=O)NC2=NCCCCC2)c1	2	0.1	-3.5	4	1	-1.3	-1.4	2.4	1.2	-23	-1.4
Cc1nnc(SCC(=O)Nc2cc(S(C)(=O)=O)ccc2Cl)n1Cc1ccccc1	-2	-0.4	-2.1	-3	-2	0.8	-1.0	2.1	0.2	0	0.4
COc1ccc(-c2csc(NC(=O)Nc3ccccc3)n2)cc1	-6	-1.1	-3.6	0	0	-0.1	-1.4	-2.0	-0.1	3	-1.6
CCCCn1c(N)c(N(CC(C)C)C(=O)C2CCN(C(=O)c3ccc(Cl)cc3)CC2)c(=O)[nH]c1=O	1	2.3	-0.2	-3	-3	-0.6	-0.3	-2.6	-2.8	-7	1.3
Cc1cccc(OCCCC(=O)Nc2ccc3c(c2)OCO3)c1	-1	0.1	0.8	5	-3	-1.3	-1.3	-0.2	1.0	-11	0.5
C/C(=N\NC(=S)Nc1ccc(C)cc1)c1cc2ccccc2o1	-15	0.1	-0.7	0	-2	-0.7	-0.9	0.5	2.3	24*	-0.8
COc1ccc(NC(=O)CCN2C(=O)C3CC=CCC3C2=O)cc1S(=O)(=O)N1CCCCC1 (configuration not stated)	0	-1.1	-1.2	5	-2	0.8	-1.1	-0.5	-0.2	3	1.3
CC(C)Oc1ccccc1C1CC(=O)Nc2cc3c(cc21)OCCO3 (configuration not stated)	-5	-0.9	-3.8	3	-5	-0.2	-1.5	-7.4	1.9	-3	-1.9
O=C(NNc1cc(N2CCOCC2)nc(N2CCOCC2)n1)c1ccc(Cl)c(Cl)c1	-8	0.2	-1.5	0	2	-2.0	-1.6	-2.1	1.1	8	1.5
COc1ccccc1C(=O)Nc1nc2cc3c(cc2s1)OCO3	-62	1.5	4.2	-13	4	-2.0	0.1	12*	6.0	1	4.2
COc1ccc(CCNC(=O)CNC(=O)Cn2cnc3sc(C)c(C)c3c2=O)cc1OC	3	-0.4	-0.5	-1	2	-0.5	-1.4	0.8	0.0	-1	0.6
COC(=O)C1=C(C)N(CCCC(=O)O)C(=O)NC1c1ccc([N+](=O)[O-])cc1 (configuration not stated)	4	0.4	-1.1	-4	2	-0.7	-0.7	-1.1	-1.2	6	0.6
COc1ccccc1/C=C1\SC(=S)N(NS(=O)(=O)c2ccc(C)cc2)C1=O	-10	0.4	-0.5	-8	-4	2.2	-1.1	0.2	0.4	-6	1.7

Reformatted: results already given
Values run as follows: PLC-beta3 inh, DAX1 inh-1, hcDAF12 agonist, Rev-erbA mod, SMARCA2 activ, PG9 binder, ssDAF12 agonist, hgDAF12 agonist, GAA850 FXN act, sPLA2-III inh, DAX1 inh-2
- O=C(NNC(=S)Nc1ccc(C(=O)O)c(O)c1)c1ccncc1
→ -5, -0.1, -1.1, 9, -4, -5.5, -0.5, -2.3, 0.4, 20*, -0.4
- O=C(NC1=NCCS1)c1cccc2ccccc12
→ -1, 1.2, 0.0, -3, 2, 1.3, -0.2, 1.7, 0.3, -6, 0.8
- CC(C)NC(=S)Nc1cccc2cnccc12
→ -8, -0.3, 1.9, -3, -2, -3.4, -0.3, -1.1, 1.1, 13, 0.1
- O=C(C=Cc1ccco1)c1ccc([N+](=O)[O-])cc1
→ -7, 1.8, 0.5, -4, -1, -1.2, -1.2, -2.4, -0.6, 3, -0.3
- C#CCOCCOCCOCCNc1nc(N2CCN(C(=O)[C@H](CCCCN)n3cc(CCC(=O)O)nn3)CC2)nc(N2CCN(C(=O)[C@H](Cc3ccc(O)cc3)n3cc(CCO)nn3)CC2)n1
→ 1, -0.1, -0.2, -1, 1, -0.6, -0.8, 0.2, -0.9, -2, -0.6
- O=C(CCN1CCOCC1)NNC(=O)Nc1cccc([N+](=O)[O-])c1
→ -6, -0.7, -1.4, -5, -1, -1.1, -0.8, -1.6, -0.1, -5, 0.0
- Cc1ccccc1NC(=O)CN1C(=O)CSc2ccc(S(=O)(=O)N3CCCCC3)cc21
→ -3, -0.3, -0.8, -7, -2, 1.0, -0.6, -2.0, 1.4, -4, -0.2
- Cc1cc(C)n(-c2ccc(C(=O)Nc3ccc(S(=O)(=O)NCc4ccco4)cc3)cc2)n1
→ -3, -4.0, -4.9, -2, -4, -0.4, -2.4, -9.0, -4.0, -66, -4.6

Profiles from above. Order of values: PLC-beta3 inh	DAX1 inh-1	hcDAF12 agonist	Rev-erbA mod	SMARCA2 activ	PG9 binder	ssDAF12 agonist	hgDAF12 agonist	GAA850 FXN act	sPLA2-III inh	DAX1 inh-2
Profile of COc1ccc(CCNC(=O)CNC(=O)Cn2cnc3sc(C)c(C)c3c2=O)cc1OC = 3	-0.4	-0.5	-1	2	-0.5	-1.4	0.8	0.0	-1	0.6
Profile of O=C(NNc1cc(N2CCOCC2)nc(N2CCOCC2)n1)c1ccc(Cl)c(Cl)c1 = -8	0.2	-1.5	0	2	-2.0	-1.6	-2.1	1.1	8	1.5
